Assay outcomes (PubChem BioAssay)
Growth percent in the NCI-60 one-dose screen (48 h, 10 µM unless noted): 100 = growth as untreated, 0 = no growth, -100 = all killed.
COLO 205 – COLO 205 colon cancer; 7.3% of 79,000 active
NCI-H460 – NCI-H460 lung cancer; 6.8% of 82,000 active; AID 1794736
IGROV1 – IGROV1 ovarian cancer; AID 1794786; 4.7% of 79,000 active
NCI-H226 – NCI-H226 lung cancer; 3.5% of 79,000 active; AID 1794732
NCI-H23 – NCI-H23 lung cancer; 4% of 80,000 active; AID 1794731
SK-OV-3 – SK-OV-3 ovarian cancer cells; 3.2% of 80,000 active
NCI/ADR-RES – NCI/ADR-RES ovarian cells. 4.4% of 81,000 active. AID 1794790
NCI-H322M – NCI-H322M lung cancer. 2.7% of 80,000 active
NCI-H522 – NCI-H522 lung cancer; 8% of 78,000 active; AID 1794739
* hit, by the source's call; . = no result given. Rule for the calls: active = growth percent below 10; inactive = the rest.

Compound,COLO 205,NCI-H460,IGROV1,NCI-H226,NCI-H23,SK-OV-3,NCI/ADR-RES,NCI-H322M,NCI-H522
COc1ccc(OCC(CO)N2CCN(c3ccccc3)CC2)cc1 (centres undefined),96,116,112,106,103,106,100,115,99
O=C(O)c1c([N+](=O)[O-])cnc2ccccc12,121,106,106,92,92,93,97,97,100
COc1ccc(C(=O)Nc2sc3c(c2C#N)CCC(=O)C3)cc1C(F)(F)F,-89*,0.2*,14,6.6*,-14*,-3.8*,-45*,86,-64*
COc1ccc([C@@H](C(=O)O)[C@@H](C(=O)O)c2ccc(OC)cc2)cc1,105,110,100,107,97,99,101,102,92
Cc1c2c[n+](C(C)C)ccc2c(C)c2c1[nH]c1ccccc12,-6.6*,4.4*,41,27,6.4*,-1.1*,98,.,2.7*
Cc1ccc2ncc(-c3nnn(-c4ccc([N+](=O)[O-])cc4)c3C)c(C(=O)O)c2c1,100,108,105,99,96,94,102,105,89
O=C(O)/C=C/C(=O)Nc1ccc2c(c1)Cc1cc(Br)ccc1-2,107,107,93,92,90,84,102,104,95
Cc1nnsc1C(=O)Nc1ncnc2nc[nH]c12,115,104,97,98,104,101,105,95,92

Whole records, looked up by structure. Order of screens: COLO 205, NCI-H460, IGROV1, NCI-H226, NCI-H23, SK-OV-3, NCI/ADR-RES, NCI-H322M, NCI-H522
`O=C(O)/C=C/C(=O)Nc1ccc2c(c1)Cc1cc(Br)ccc1-2` across the screens: 107, 107, 93, 92, 90, 84, 102, 104, 95
`O=C(O)c1c([N+](=O)[O-])cnc2ccccc12` across the screens: 121, 106, 106, 92, 92, 93, 97, 97, 100
`Cc1nnsc1C(=O)Nc1ncnc2nc[nH]c12` across the screens: 115, 104, 97, 98, 104, 101, 105, 95, 92
`Cc1c2c[n+](C(C)C)ccc2c(C)c2c1[nH]c1ccccc12` across the screens: -6.6*, 4.4*, 41, 27, 6.4*, -1.1*, 98, ., 2.7*

The listing picks up; the five compounds before the break are reprinted first.
Compound,COLO 205,NCI-H460,IGROV1,NCI-H226,NCI-H23,SK-OV-3,NCI/ADR-RES,NCI-H322M,NCI-H522
COc1ccc([C@@H](C(=O)O)[C@@H](C(=O)O)c2ccc(OC)cc2)cc1,105,110,100,107,97,99,101,102,92
Cc1c2c[n+](C(C)C)ccc2c(C)c2c1[nH]c1ccccc12,-6.6*,4.4*,41,27,6.4*,-1.1*,98,.,2.7*
Cc1ccc2ncc(-c3nnn(-c4ccc([N+](=O)[O-])cc4)c3C)c(C(=O)O)c2c1,100,108,105,99,96,94,102,105,89
O=C(O)/C=C/C(=O)Nc1ccc2c(c1)Cc1cc(Br)ccc1-2,107,107,93,92,90,84,102,104,95
Cc1nnsc1C(=O)Nc1ncnc2nc[nH]c12,115,104,97,98,104,101,105,95,92
c1ccc(NCCc2ccccn2)cc1,109,113,117,104,105,118,102,126,94
CCN(CC)CCN1c2ccc(C)cc2Sc2ccc3ccccc3c21,68,71,41,92,72,90,63,79,64
COC(=O)c1nc(N)nc(C(=O)OC)c1C(=O)/C=C/c1ccccc1,111,110,116,101,105,95,107,117,97
O=C(NCc1ccccc1)C(=O)C(Cc1ccccc1)NC(=O)c1cc(O)c(O)c(O)c1 (centres undefined),118,103,105,114,110,90,113,101,93
CCN(CC)CCC(CNc1ccnc2cc(Cl)ccc12)c1ccc(Cl)cc1 (centres undefined),-98*,-12*,34,14,49,-13*,23,35,-59*
O=C(O)C(=O)c1ccc(-c2ccccc2)cc1,104,103,67,94,101,95,99,89,101
C=CCn1c(SCC(=O)Nc2ccc(C(=O)/C=C/c3cc4cc(OC)ccc4nc3Cl)cc2)nnc1-c1ccc(Cl)c(Cl)c1,113,98,89,102,96,101,103,91,70
OCc1cc(Br)cc(CO)c1O,112,110,107,104,101,99,105,104,84
O=C(O)CNC(=O)c1cccc(N2C(=O)/C(=C/c3cccc(F)c3)SC2=S)c1,107,100,100,96,93,116,102,107,95
CC(=O)Nc1cccc(OCCOc2cccc([N+](=O)[O-])c2)c1,105,100,77,91,97,99,.,82,80
Cc1[nH]c(C(=O)Nc2ccccc2OC2CCN(CCN3CCOCC3)CC2)c(Cl)c1Cl,102,108,101,80,98,111,98,100,48
CCCN(CCC)c1ccc(N=Nc2cc(Cl)ccc2Cl)cc1,105,111,104,112,96,99,105,112,96
COc1cc2cc3c(nc2cc1OC)CCN3Cc1ccc(NC(=O)Nc2ccc(F)cc2)cc1,112,108,102,82,101,103,95,95,100
CSc1ncc(Br)c(=S)[nH]1,123,107,115,102,98,99,107,102,92
CCCCOCCOC(c1cc2c(cc1Br)OCO2)C(C)Br (centres undefined),100,.,.,103,94,102,102,107,93
O=C(/C=C/c1cccc(Br)c1)c1ccccc1,100,104,85,93,99,82,103,98,64
COc1cc(/C=C/C(=O)/C=C/c2cc3ccc(Cl)cc3n(Cc3ccccc3)c2=O)ccc1O,7.9*,-29*,3.2*,-6.1*,-21*,37,15,24,-38*
O=C1NC(=O)C(=Cc2cn(Cc3ccccn3)c3ccccc23)C(=O)N1,54,12,32,80,103,90,100,105,93
Cc1c(CC(=S)N2CCOCC2)nnn1-c1cccc(C(F)(F)F)c1,119,103,104,107,107,108,105,109,90
Cc1nc(N)c(N=O)c(=O)[nH]1,111,103,100,95,111,105,109,98,103
CCCCN(Cc1ccc(C(=O)NO)cc1)C(=O)Nc1ccc(OCCCCCn2cc(CNc3cccc4c3C(=O)N([C@@H]3CCC(=O)NC3=O)C4=O)nn2)cc1,100,92,82,95,95,87,98,83,64
N#Cc1ccccc1/C=N/NC1=NCCN1S(=O)(=O)c1ccccc1,109,100,98,86,98,105,97,103,86
N#CC12CC(O)(CC(c3ccccc3)C1(C#N)C#N)NC2=O (centres undefined),110,110,109,107,96,107,104,106,92
Clc1ccc2c(NCCNc3nc(Cl)nc4ccccc34)ccnc2c1,-86*,-65*,-85*,-80*,-62*,-80*,38,-26*,-85*
Nc1nn2c(-c3cc4ccccc4oc3=O)ccnc2c1N=Nc1ccc(Br)cc1,122,113,72,104,88,111,107,101,104
Cc1c(Cl)c(S(N)(=O)=O)cc2c1NC(c1ccccc1)=NS2(=O)=O,113,110,114,99,98,107,107,103,115
O=C(CCNC(=O)c1nc(-c2ccccc2)n(-c2ccccc2)n1)NO,113,.,103,87,102,105,110,.,82
BrCC1OC(c2ccccc2)C(c2ccccc2)O1 (centres undefined),108,124,110,104,106,113,125,120,116
CSc1nc(NC=O)cc(=O)n1C,120,112,89,108,104,81,111,83,86
CN(C1c2ccccc2Oc2ccccc21)S(=O)(=O)c1cc(Cl)ccc1Cl,53,34,54,63,70,55,52,78,3.7*
COC1(OC)C2C=CC1C1CC/C=C\CCC12 (centres undefined),106,103,121,96,105,99,106,110,104
CC(=O)COc1ccccc1,112,108,104,95,97,117,102,99,109

Shown with each value named: part of the list above.
Molecule: O=C(O)C(=O)c1ccc(-c2ccccc2)cc1
  COLO 205: 104; NCI-H460: 103; IGROV1: 67; NCI-H226: 94; NCI-H23: 101; SK-OV-3: 95; NCI/ADR-RES: 99; NCI-H322M: 89; NCI-H522: 101

Molecule: C=CCn1c(SCC(=O)Nc2ccc(C(=O)/C=C/c3cc4cc(OC)ccc4nc3Cl)cc2)nnc1-c1ccc(Cl)c(Cl)c1
  COLO 205: 113; NCI-H460: 98; IGROV1: 89; NCI-H226: 102; NCI-H23: 96; SK-OV-3: 101; NCI/ADR-RES: 103; NCI-H322M: 91; NCI-H522: 70

(next part)
Compound,COLO 205,NCI-H460,IGROV1,NCI-H226,NCI-H23,SK-OV-3,NCI/ADR-RES,NCI-H322M,NCI-H522
CC(C)C(=O)NCCO,104,107,110,102,105,105,111,102,102
CC(C)c1nc(N(C)S(C)(=O)=O)nc(-c2ccc(F)cc2)c1/C=C/C(=O)C[C@@H](O)CC(=O)O,112,108,105,113,100,102,107,90,71
Cn1cc(-c2cc(-c3cn(C)c4ccc(Cl)cc34)on2)c2cc(Cl)ccc21,109,82,104,97,91,114,96,91,99
CCCCC(C(=O)OCC)(C(=O)OCC)C(C)CC (centres undefined),117,108,93,113,102,109,118,98,91
CCn1cc(C(=O)O)c(=O)c2ccc(C)nc21,107,112,97,97,97,111,101,99,97
COc1ccc(C(=O)/C=C/c2ccc(Cl)cc2)cc1S(=O)(=O)Nc1c(N)nc(SC)[nH]c1=O,50,84,40,83,84,97,97,28,60
O=C(NC(=S)n1oc(=O)c2ccccc21)c1ccccc1,100,89,90,89,89,84,103,79,97
CSCCC(NCCC#N)C(=O)O (centres undefined),.,107,104,84,100,106,102,96,84
O=C1CC(c2ccc3c(c2)OCO3)Nc2ccccc21 (centres undefined),-16*,10,54,65,40,.,1.8*,51,20
O=C(COC(=O)c1cc2ccccc2cc1O)Nc1ccc2c(c1)OCO2,104,113,37,107,101,107,99,104,75
N#CC1OC(COC(=O)c2ccccc2)C(O)C1O (centres undefined),118,105,118,103,116,102,113,112,89
O=C(O)c1cn(C2CC2)c2cc(N3CCN(Cc4ccc5ccccc5c4O)CC3)c(F)cc2c1=O,33,6.7*,33,9.0*,26,50,48,23,25
Cc1ccc(C[P+](c2ccccc2)(c2ccccc2)c2ccccc2)cc1,-16*,3.0*,19,16,-9.2*,6.8*,93,39,10
CC(C)(C)N1CCC1CN (centres undefined),138,109,112,111,104,104,113,118,135
CCOC(=O)c1cccc2nc3n(c12)CCC3,121,119,120,119,101,113,103,121,105
Nc1nc(SCc2ccc(Cl)cc2)c2ncn(C3OC(CO)C(O)C3O)c2n1 (centres undefined),115,105,109,91,101,109,105,108,90
COc1ccc(C2=C(c3cccc(OC)c3)C(=O)c3ccc(C)nc3C2=O)cc1,.,13,43,.,37,.,17,76,41
O=c1c2c(=NCCN3CCCC3)cc3c(=O)n(CCCN4CCOCC4)c(=O)c4c(-c5ccc(CN6CCCC6)cc5)cc(c(O)n1CCCN1CCOCC1)c2c4-3,-60*,-63*,-25*,.,-71*,.,-1.0*,-30*,.
COc1cc(C2CC(c3ccc(Cl)cc3)=NN2C(C)=O)ccc1Oc1nc2c(c(=O)n(C)c(=O)n2C)n1C (centres undefined),102,88,82,77,84,112,62,73,92
CCC1(C)c2c(cc([N+](=O)[O-])c(C)c2[N+](=O)[O-])C(C)(C)C1C (centres undefined),104,111,101,87,93,98,99,93,88
N#Cc1cnc2n(c1=N)CCCCC2,116,110,131,99,98,115,108,114,94
Oc1ccccc1C1SC(c2ccccc2O)SC(c2ccccc2O)S1 (centres undefined),59,56,75,80,81,90,100,101,90
COc1cc(-c2ccc(-c3ccc(C(=N)N)cn3)o2)cc(OC)c1OC,.,109,110,113,103,.,107,103,86
N#CCCCC(CCCC#N)(c1ccccc1)c1ccccc1,101,99,.,101,97,92,99,.,103
Cc1ccc(Nc2nnc(-c3c[nH]c4ccccc34)o2)c(C)c1,-56*,8.6*,12,44,16,16,-29*,40,-30*
CN(C)c1ccc(/C=N\c2[nH]c(=S)nc3oc(-c4ccccc4)c(-c4ccccc4)c23)cc1,109,86,90,96,82,95,95,96,98
CC(=O)Oc1cc(C(C)C)ccc1C,109,104,131,98,98,109,103,125,.
O=C(CCCN1CCN(c2ccccc2)CC1)c1ccc(F)cc1,109,110,110,.,106,102,102,100,93
Oc1ccc2ccccc2c1C1NN=C(c2ccccc2)S1 (centres undefined),17,-28*,.,.,35,15,19,29,.
NC(=O)c1ccc[n+](Cc2ccccc2)c1,112,108,111,102,96,113,.,104,99

Not a hit list; overall some 11% were active at least once.
